AI-2 QS modul – modulators of Vibrio harveyi AI-2 quorum sensing system; Vibrio harveyi JMH597 AI-2 luminescence/OD600 ratio, 9 h; hits give low values; strain lacks LuxN and CqsS sensors; 0 = neutral-control median; activity change, % at 7.5 µM; 300,000 compounds, 0.4% hits; in the data active = activity change below about -75%, passing the limit was not always enough;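 note: luminescence divided by OD600 gain over 9 h not by final OD600 alone; inactives centre near 13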
KLF5 inhibitor – suppresses KLF5 promoter-driven expression; DLD-1 KLF5 promoter-luciferase reporter, luminescence; inhibition, % at 5 µM; 290,000 compounds, 0.23% hits; AID 1700;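 active = inhibition above a per-plate limit of that plate's mean compound inhibition plus 3 SD, cut at about 60% in these data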;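 note: 0% = DMSO wells and 100% = LY294002 at 200 µM; higher means less KLF5 promoter-driven luciferase light; inactives centre near -14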
HSP90 refold inh – HSP90 refolding inhibition in rabbit reticulocyte lysate. luciferase refolding luminescence, 3 h. inhibition, % at 5.6 µM. 290,000 compounds, 0.91% hits. AID 1789;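 active = inhibition above the screen-wide mean plus 3 SD, computed separately per campaign, cut at about 16% in these data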;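 note: 0% = DMSO wells and 100% = 60 µM geldanamycin wells; inhibitors lower the luminescence because luciferase stays unfolded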
HSF1 inhib – HSF1 inhibition; activity change, negative = inhibition, % at 7.5 µM (by protocol); NIH3T3-HGL HSE-luciferase, MG132-induced, luminescence 8 h; hits give low values; AID 2098; 300,000 compounds, 0.77% hits;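 active = more than half of replicate wells show activity change below -50%, luminescence cut by over half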;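 note: luciferase reports HSF-1 transcriptional activity via heat shock element; 0% = median of DMSO wells and -100% = zero luminescence signal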
GSK3B inh – inhibitors of human GSK3beta kinase. GST-GSK3beta kinase, ADP-Glo luminescence, 60 min; hits give low values. activity score (negative = inhibition), % at 10 µM. 300,000 compounds, 0.038% hits;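 active = more than half of replicate wells score below -50%, meaning over 50% inhibition versus plate controls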;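 note: 0% = median DMSO wells and -100% = median GW8510 positive control wells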
Target sequence (P49841 whole entry, looked up): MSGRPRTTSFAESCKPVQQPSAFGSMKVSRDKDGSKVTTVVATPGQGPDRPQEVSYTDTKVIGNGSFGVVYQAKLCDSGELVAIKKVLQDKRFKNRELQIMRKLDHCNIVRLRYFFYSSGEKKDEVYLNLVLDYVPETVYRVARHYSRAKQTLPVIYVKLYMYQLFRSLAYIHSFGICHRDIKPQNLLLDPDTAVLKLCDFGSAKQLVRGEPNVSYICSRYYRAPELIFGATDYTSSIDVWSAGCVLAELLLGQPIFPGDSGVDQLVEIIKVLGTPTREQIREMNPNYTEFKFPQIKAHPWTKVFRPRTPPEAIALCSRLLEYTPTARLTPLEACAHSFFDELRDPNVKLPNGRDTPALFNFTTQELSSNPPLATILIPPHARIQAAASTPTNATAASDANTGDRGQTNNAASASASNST
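Assay system: GST-fused GSK3beta enzyme, cell-free / Medium: Tris pH 7.5 buffer with MgCl2, DTT, BSA, heparin / Also added: peptide substrate plus 25 µM ATP (final) / Compound: 10 µM single point / Timing: kinase reaction with compound 60 min at room temperature / Detection: ADP-Glo luminescence / Benchmarks: DMSO neutral wells and GW8510 at 20 µM as positive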
HSF-1 act – increases HSF-1 driven luciferase reporter signal; activation, % at 9 µM; 300,000 compounds, 1.7% hits; NIH3T3-HGL HSF-1 luciferase reporter, MG132, 8 h; 100% = twice DMSO control signal; AID 504408;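 active = mean replicate activation of at least 50% with a set share of replicates each reaching 50%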;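 note: 0% = median of the neutral control wells and 100% = twice that signal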
PolyA inh – inhibitors of polyadenylation in S. cerevisiae; S. cerevisiae SKY197-pL101 polyadenylation reporter, beta-gal luminescence; efflux-impaired pdr1/pdr3 knockout yeast; score 100 = 6 SD above DMSO; calls only at 12 µM; 300,000 compounds, 0.02% hits; AID 1875;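 active = lowest replicate activity score at least 50, where 100 means six control SD above control mean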;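 note: yeast exposed to compound for 9 h at 30 °C; higher score means more reporter readthrough which indicates perturbed polyadenylation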
GSK3 alpha inh – human GSK-3 alpha kinase inhibition; P49840; ADP-Glo luminescence, 60 min; inhibition, % at 10 µM; 320,000 compounds, 0.1% hits; AID 2650;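 in the data active = inhibition above about 50%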;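 note: GST-tagged GSK-3 alpha with peptide substrate and 25 µM ATP; 0% = DMSO neutral wells and 100% = GW8510 positive control wells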
Target sequence (P49840 whole entry, looked up): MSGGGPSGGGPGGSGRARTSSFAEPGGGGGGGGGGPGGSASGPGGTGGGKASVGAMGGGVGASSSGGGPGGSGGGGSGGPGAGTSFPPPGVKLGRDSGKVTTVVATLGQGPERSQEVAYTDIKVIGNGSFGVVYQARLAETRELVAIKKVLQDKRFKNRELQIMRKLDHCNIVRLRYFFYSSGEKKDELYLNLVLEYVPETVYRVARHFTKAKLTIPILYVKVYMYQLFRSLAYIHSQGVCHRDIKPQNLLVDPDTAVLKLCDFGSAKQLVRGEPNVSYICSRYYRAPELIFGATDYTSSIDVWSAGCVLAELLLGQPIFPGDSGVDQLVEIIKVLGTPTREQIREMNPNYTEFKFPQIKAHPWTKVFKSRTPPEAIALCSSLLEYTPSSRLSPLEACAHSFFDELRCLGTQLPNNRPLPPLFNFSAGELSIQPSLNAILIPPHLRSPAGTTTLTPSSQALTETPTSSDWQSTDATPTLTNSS
IEC-6 cytotox – IEC-6 cytotoxicity, counter-screen for KLF5 inhibitors. inhibition, % at 5 µM. AID 1825. luminescence viability. 290,000 compounds, 0.78% hits; in the data active = inhibition above about 22%;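 note: 0% = plate median of test compound wells and 100% = cytotoxic reference compound wells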
aSyn 5UTR inh – 5' untranslated region of α-synuclein, MLPCN primary screen. alpha-synuclein 5'UTR reporter, inhibitor activity. inhibition, % (tested at 7.5 µM). AID 1813. 300,000 compounds, 0.82% hits; in the data active = inhibition above about 60%;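 note: H4 neuroglioblastoma cells stably carrying SNCA 5'UTR luciferase fusion; 0% = DMSO wells and 100% = positive control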
* hit, by the source's call; i = inactive; x = no result given. The list is partial; rates above refer to the full screens.

nr	mol	HSF1 inhib	AI-2 QS modul	HSP90 refold inh	KLF5 inhibitor	PolyA inh
1	COc1cc(C(=O)Nc2ccc(S(=O)(=O)Nc3nccc(C)n3)cc2)cc(OC)c1OC	-4	7	-1	-7	i
2	O=C(CCCn1cc([N+](=O)[O-])cn1)NCc1ccccc1	-19	1	2	-19	i
3	O=C(CSc1nc2ccccc2o1)Nc1nncs1	9	2	2	4	i
4	CCCc1nn2c(=O)cc(CSCC(=O)Nc3ccc(C)cc3)nc2s1	3	-6	0	-9	i
5	CC(C)Cn1c(N)c(C(=O)COC(=O)CN2C(=O)C3CC=CCC3C2=O)c(=O)n(C)c1=O (stereo unspecified)	-9	-3	2	-15	i
6	C#CCOc1ccc(/C=N/O)cc1Cl	-2	13	4	13	i
7	CC(C)=C1C(=O)NN(c2cccc(Cl)c2)C1=O	3	38	-7	9	i
8	Cc1ccc(F)cc1S(=O)(=O)NCc1ccc(N2CCN(C)CC2)cc1	-6	1	3	-5	i
9	COC(=O)CCN(c1ccccc1)S(=O)(=O)c1cc(-c2cc(C)no2)ccc1C	6	-1	-7	-27	i
10	Cn1c(=O)c2c(ncn2C)n(C)c1=O	0	13	x	x	i
11	Cc1cc(=O)nc2c3ccccc3n(CC(=O)NCCCN3CCOCC3)n12	4	0	0	-58	i
12	O=C1NCCN(Cc2c(F)cccc2Cl)C1CC(=O)N1CCCCO1 (stereo unspecified)	1	12	-2	-35	i

nr	IEC-6 cytotox	GSK3 alpha inh	GSK3B inh	aSyn 5UTR inh	HSF-1 act
1	-1	-4	4	-21	-4
2	4	5	1	13	-24
3	2	x	-1	-13	23
4	12	-1	2	9	2
5	14	1	-1	4	3
6	4	3	-6	0	3
7	-9	-1	3	3	-4
8	5	-2	0	-31	1
9	0	0	1	-20	8
10	x	-1	3	5	3
11	0	-1	0	24	13
12	-4	x	-1	-3	-1

(listing goes on)
nr	mol	HSF1 inhib	AI-2 QS modul	HSP90 refold inh	KLF5 inhibitor	PolyA inh
13	O=C(O)C1CCCCC1C(=O)Nc1nc(-c2ccc(Cl)s2)cs1 (stereo unspecified)	-9	58	5	7	i
14	O=C(c1ccc(CSc2ccccc2)cc1)N1CCN(c2ccccc2)CC1	9	20	2	-41	i
15	O=C(CCN1C(=O)C2C3C=CC(C4CC34)C2C1=O)Oc1ccc(Br)cc1 (stereo unspecified)	1	5	0	-13	i
16	CCN(C(=O)C(C)OC(=O)C1C(C(=O)OC)=C(C)NC(C)=C1C(=O)OC)c1ccccc1 (stereo unspecified)	-1	4	-2	5	i
17	Clc1ccc(OCc2cn3cccnc3n2)c2ncccc12	10	15	1	-49	i
18	Cc1cc(NS(=O)(=O)c2ccc(CC(C)C)cc2)no1	-1	-59	-4	-14	i
19	O=C(C1=C[C@@H](c2ccccc2)C[C@@H](OCCCCO)O1)N1CCOCC1	1	14	5	-18	i
20	CCCc1cc(=O)oc2c(CN(CC)CC)c(O)c(Cl)cc12	2	3	3	-12	x
21	COC(=O)Cc1nnc(NC(=O)c2ccccc2)s1	2	2	2	-9	i
22	COc1cc(NS(=O)(=O)c2ccc(NC(=O)COc3ccccc3C)cc2)nc(OC)n1	2	-5	-1	-2	i
23	COC(=O)c1cc(C(=O)CC(C)C)c[nH]1	23	25	-3	1	i
24	CC(SCC(=O)O)c1nc2ccccc2[nH]1 (stereo unspecified)	-4	-5	1	2	i

nr	IEC-6 cytotox	GSK3 alpha inh	GSK3B inh	aSyn 5UTR inh	HSF-1 act
13	-2	-4	2	-11	-4
14	2	0	3	-5	9
15	-1	9	-2	-2	11
16	1	-1	-1	-1	6
17	2	x	1	-64	29
18	1	-2	-3	-23	-5
19	2	-2	-4	12	11
20	3	0	0	8	2
21	1	-1	-1	0	-11
22	5	-6	-4	-16	-7
23	-1	-1	1	2	43
24	-3	-1	3	-8	-26

Next section.
nr	mol	HSF1 inhib	AI-2 QS modul	HSP90 refold inh	KLF5 inhibitor	PolyA inh
25	Cc1ccc(NC(=O)COC(=O)CCc2ccc(S(=O)(=O)N3CCOCC3)cc2)cc1F	-1	17	-1	-15	i
26	O=c1c2ccccc2nc(COc2ccccc2)n1/N=C/c1c[nH]c2ccccc12	2	8	5	-12	i
27	N#Cc1c(N2CCOCC2)nc(-c2ccco2)c2c1CCCC2	10	22	1	1	i
28	CCOC(=O)Cn1nnnc1CN(Cc1ccc(OC)cc1)Cc1cc2cc(CC)ccc2[nH]c1=O	-8	22	7	10	i
29	COc1ccc(CCn2c(N3CCN(C)CC3)nc3c2c(=O)[nH]c(=O)n3C)cc1	-3	21	2	-37	i
30	CCOc1ccc(/C=C(\C(=O)O)c2ccc(S(=O)(=O)N3CCOCC3)s2)cc1OC	-8	20	3	5	i
31	Cc1ccc(S(=O)(=O)N2CCCCCC2)cc1[N+](=O)[O-]	3	10	-2	-24	i
32	CC1(C)Cc2c(sc3ncnc(NN)c23)CO1	-9	-8	0	2	i
33	O=CN1CCN(C(=O)CC(c2ccccc2)c2cc(Br)ccc2O)CC1 (stereo unspecified)	-1	20	-3	-27	i
34	CC(C)(C)C1=Nn2c(nnc2-c2ccco2)SC1	0	18	3	6	i
35	COC(=O)c1ccc2c(=O)n(C3CCCCC3)c(SCC#N)nc2c1	10	36	2	1	i
36	Cc1cccc(-c2nc(C#N)c(N3CCCCC3)o2)c1	11	10	-2	-88	i

nr	IEC-6 cytotox	GSK3 alpha inh	GSK3B inh	aSyn 5UTR inh	HSF-1 act
25	4	0	-2	2	-14
26	-2	x	3	-22	15
27	-6	-2	0	41	16
28	11	14	0	14	7
29	3	0	0	-4	11
30	1	-1	2	13	-4
31	-1	1	4	-7	9
32	7	2	-1	10	-8
33	2	-3	5	13	1
34	-2	21	-4	27	19
35	8	x	-3	4	10
36	4	-3	3	-187	21

Whole records, looked up by structure. Order of values: HSF1 inhib | AI-2 QS modul | HSP90 refold inh | KLF5 inhibitor | PolyA inh | IEC-6 cytotox | GSK3 alpha inh | GSK3B inh | aSyn 5UTR inh | HSF-1 act
CCOc1ccc(/C=C(\C(=O)O)c2ccc(S(=O)(=O)N3CCOCC3)s2)cc1OC in the list: -8 | 20 | 3 | 5 | i | 1 | -1 | 2 | 13 | -4
CC(C)(C)C1=Nn2c(nnc2-c2ccco2)SC1 in the list: 0 | 18 | 3 | 6 | i | -2 | 21 | -4 | 27 | 19

The listing continues:
nr	mol	HSF1 inhib	AI-2 QS modul	HSP90 refold inh	KLF5 inhibitor	PolyA inh
37	CC1CN(C(=S)Nc2ccccc2C(F)(F)F)CC(C)O1 (stereo unspecified)	-5	14	-3	-45	i
38	O=C(CSCCN1C(=O)c2ccccc2C1=O)Nc1ccc2ccccc2c1	0	0	-6	-35	i
39	CCOC(=O)C1CCN(c2ccc([N+](=O)[O-])cc2S(=O)(=O)N2CCOCC2)CC1	-1	10	-1	6	i
40	O=C(/C=C/c1cccc([N+](=O)[O-])c1)Nc1ccc(Cl)cn1	8	13	1	-27	i
41	c1ccc(N2CCN(C3CC4CCC3C4)CC2)cc1 (stereo unspecified)	2	17	-2	-6	i
42	COCCN1CCN(C(=O)C2CCC(=O)N(CCCc3ccccc3)C2)CC1 (stereo unspecified)	1	17	-3	-16	i
43	CCn1nc(C)cc1C(=O)N1CCCC(Nc2ccc(C(C)C)cc2)C1 (stereo unspecified)	-4	14	9	9	i
44	CCCCCCCC[n+]1cccc(C(=O)N2c3c(nc(N)[nH]c3=O)NC(C)C2C)c1 (stereo unspecified)	-2	20	-2	-42	i
45	COCc1[nH]nc2c1C1(C(=O)N(C)c3ccccc31)C(C#N)=C(N)O2 (stereo unspecified)	-4	14	0	-1	i
46	COc1ccc(OC)c(NC(=O)c2cnn(-c3ccccc3Cl)c2NC(=O)c2ccco2)c1	-5	16	1	-25	i
47	CCOC(=O)c1c(S(=O)(=O)N2CCN(Cc3ccccc3)CC2)c(C)n(C)c1C	1	20	-3	-26	i
48	OCCN(CCO)c1ncnc2c1sc1nc(N3CCOCC3)c3c(c12)CCCC3	-11	7	-2	-15	i
49	CC(C)C1CC(=O)NC(SCC(=O)Nc2ccc(Br)cc2)=C1C#N (stereo unspecified)	6	-1	1	-112	i
50	Cc1ccc2[nH]c3c(c2c1)CCC3=O	2	20	3	-10	x
51	COc1ccc(CC(=O)NC2CC2)cc1OC	4	8	3	-46	i

nr	IEC-6 cytotox	GSK3 alpha inh	GSK3B inh	aSyn 5UTR inh	HSF-1 act
37	-7	-3	2	28	-4
38	-4	-1	0	-18	8
39	2	0	1	21	-10
40	-10	1	-1	-92	30
41	0	3	2	2	-5
42	-10	-3	0	-4	11
43	0	x	-2	-13	-6
44	4	1	0	7	3
45	-2	-1	-1	-14	-7
46	-5	x	0	22	11
47	-2	-12	1	-1	18
48	5	6	1	5	-14
49	6	4	0	-74	8
50	5	0	1	41	-11
51	6	-2	-3	4	6

Part of the list above with just HSP90 refold inh:
| cpd | Structure | HSP90 refold inh |
| --- | --- | --- |
| 41 | c1ccc(N2CCN(C3CC4CCC3C4)CC2)cc1 (stereo unspecified) | -2 |
| 42 | COCCN1CCN(C(=O)C2CCC(=O)N(CCCc3ccccc3)C2)CC1 (stereo unspecified) | -3 |
| 43 | CCn1nc(C)cc1C(=O)N1CCCC(Nc2ccc(C(C)C)cc2)C1 (stereo unspecified) | 9 |
| 44 | CCCCCCCC[n+]1cccc(C(=O)N2c3c(nc(N)[nH]c3=O)NC(C)C2C)c1 (stereo unspecified) | -2 |
| 45 | COCc1[nH]nc2c1C1(C(=O)N(C)c3ccccc31)C(C#N)=C(N)O2 (stereo unspecified) | 0 |
| 46 | COc1ccc(OC)c(NC(=O)c2cnn(-c3ccccc3Cl)c2NC(=O)c2ccco2)c1 | 1 |
